Compound activity: PubChem, Sanford-Burnham Center for Chemical Genomics
SIAH1 antagonists – Siah-1 peptide-binding antagonists, primary screen, biochemical, fluorescence polarization, rhodamine-plectin, uHTS (AID 1817). Siah-1 / rhodamine-plectin peptide fluorescence polarization; higher % means a stronger effect. one-dose displacement, % at 20 µM; IC50 in µM for titrated hits. 290,000 compounds, 0.02% hits;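 active = displacement of at least 50% at 20 µM, with a fluorescence ratio check between 0.3 and a set limit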;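 note: plate controls were Siah plus tracer with DMSO for no effect and tracer alone without Siah for full effect; strong numbers were not always called active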
AID2073 – disruptors of CaV2.2 binding to Mint1 – biochemical, HTRF (AID 2073). 290,000 compounds, 0.19% hits. HTRF protein-protein interaction, Mint1-CaV2.2; higher % means a stronger effect. one-dose inhibition, % at 20 µM; IC50 in µM for titrated hits; in the data active = inhibition mostly above about 51%, no sharp cut-off; inconclusive = no clear call, values can overlap the other calls; inactive = mostly below about 53%; note: some results filed as inactive read as strong as hits
LYP inhibition – inhibitors of LYP phosphatase, biochemical, fluorescence intensity, uHTS (AID 1779) | recombinant LYP phosphatase, fluorescence intensity; higher % means a stronger effect | 290,000 compounds, 0.054% hits | inhibition, % at 11.5 µM; hits with a dose series show IC50 in µM; in the data active = inhibition above about 50%;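 note: plate controls were vehicle with enzyme for no effect and no enzyme for full effect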
* = called active by the depositor; u = inconclusive. An excerpt; rates above refer to the full screens.

SMILES	SIAH1 antagonists	AID2073	LYP inhibition
Cc1cc2c(cc1S(=O)(=O)N1CCCCC1)OCC(=O)N2	48%	0%	-6%
COc1ccc(NC(=O)CC2Oc3ccccc3NC2=O)c(OC)c1 (configuration not stated)	1%	7%	-6%
CC1(C)CC(=O)c2c(O)cc(OCC(=O)Nc3ccc(CCO)cc3)cc2O1	-2%	1%	-7%
O=C(NNC(=S)Nc1ccc(Br)cc1)c1ccccc1	1%	-6%	-5%
CCOc1ccc(NC(=O)C2CCN(S(=O)(=O)c3ccc4c(c3)N(C(C)=O)CCO4)CC2)cc1	1%	-5%	-12%
COc1ccc(C(=O)Nc2ccccc2C(=O)Nc2ccc(C(=O)O)cc2)cc1	0%	-1%	0%
O=C(O)CCC(=O)Nc1cccc(-c2nnc(-c3ccccc3)o2)c1	-7%	11%	-3%
O=C(COc1ccccc1)Nc1cc(NC(=O)COc2ccccc2)cc(C(=O)O)c1	-1%	-5%	-5%
Cc1ccc(N(C(=O)c2ccco2)C(C(=O)NC2CCCC2)c2cccnc2)cc1C (configuration not stated)	0%	u	-2%
Cc1ccc(-n2nc3c(=O)n(CC(=O)NCCc4ccc(Cl)cc4)nc(C)c3c2C)cc1	3%	-6%	-5%
CC(=O)Cc1nsc(NC(=O)c2ccc(COc3cccc(C)c3)o2)n1	-2%	4%	-7%
COc1ccc(CCNc2ncnc3c2c(C)c(C)n3CCCN(C)C)cc1OC	-4%	12%	-1%
COc1cc(CC(=O)Nc2nc(-c3ccccc3)c(C(C)=O)s2)cc(OC)c1OC	4%	14%	-3%
O=C(Nc1cccc([N+](=O)[O-])c1)Nc1cnccn1	3%	-6%	-1%
Cn1c(=O)c(=O)n(C)c2cc(N3CCCCC3)c(NS(=O)(=O)c3ccc([N+](=O)[O-])cc3)cc21	4%	-4%	1%
CCOC(=O)CCc1c(C)nc2c(c(C)nn2-c2ccccc2)c1C	7%	44%	-10%
CCOC(=O)c1c(S(=O)(=O)Nc2ccc(C)cn2)c(C)n(C)c1C	2%	6%	-9%
CN(C(=O)COC(=O)Cn1c(C(F)(F)F)nc2ccccc21)c1c(N)n(Cc2ccccc2)c(=O)[nH]c1=O	0%	16%	-8%
Cc1cnc(CN(C)Cc2c(C(=O)N3CCCCCCC3)nc3ccc(Cl)cn23)[nH]1	-1%	3%	-7%
CC(C)(C)SC(=O)CC1NS(=O)(=O)OC2CCCCC12 (configuration not stated)	12%	-8%	-12%
O=C(NCCc1ccc(Cl)cc1)c1ccc(CS(=O)Cc2ccccc2Cl)o1 (configuration not stated)	-2%	7%	-6%
CCOc1cc(C(C(=O)NCC2CCCO2)N(C(=O)Cn2nnc3ccccc32)c2ccc(NC(C)=O)cc2)ccc1O (configuration not stated)	-1%	-1%	-5%
Cc1oc2c(c(C)cc3oc(=O)c(CC(=O)N[C@@H](CC(C)C)C(=O)O)c(C)c32)c1C	1%	40%	-6%
O=C(NCCNC(=O)c1cnccn1)c1ccc(Cl)c(Cl)c1	-5%	8%	-1%
CCOc1ccccc1NC(=O)NCc1ccc2c(c1)OCO2	-1%	0%	-12%
O=C(Cc1ccccc1[N+](=O)[O-])Nc1ccc(S(=O)(=O)N2CCCC2)cc1	-2%	7%	-7%
C#CCOc1ccccc1/C=N/NC(=O)c1ccccc1OCc1ccccc1	0%	9%	-6%
COc1ccc(CC2=C(O)c3ccccc3C(=O)C2=O)cc1	3%	-6%	-3%
CC1Cc2cc(S(=O)(=O)N3CCC(C(=O)N4CCN(c5ccccc5F)CC4)CC3)ccc2N1C(=O)C1CC1 (configuration not stated)	2%	11%	4%
NC(=O)c1ccccc1NCC(=O)c1ccc(F)cc1	-3%	5%	-10%

Structures above that contain sulfur:
SMILES	SIAH1 antagonists	AID2073	LYP inhibition
Cc1cc2c(cc1S(=O)(=O)N1CCCCC1)OCC(=O)N2	48%	0%	-6%
O=C(NNC(=S)Nc1ccc(Br)cc1)c1ccccc1	1%	-6%	-5%
CCOc1ccc(NC(=O)C2CCN(S(=O)(=O)c3ccc4c(c3)N(C(C)=O)CCO4)CC2)cc1	1%	-5%	-12%
CC(=O)Cc1nsc(NC(=O)c2ccc(COc3cccc(C)c3)o2)n1	-2%	4%	-7%
COc1cc(CC(=O)Nc2nc(-c3ccccc3)c(C(C)=O)s2)cc(OC)c1OC	4%	14%	-3%
Cn1c(=O)c(=O)n(C)c2cc(N3CCCCC3)c(NS(=O)(=O)c3ccc([N+](=O)[O-])cc3)cc21	4%	-4%	1%
CCOC(=O)c1c(S(=O)(=O)Nc2ccc(C)cn2)c(C)n(C)c1C	2%	6%	-9%
CC(C)(C)SC(=O)CC1NS(=O)(=O)OC2CCCCC12 (configuration not stated)	12%	-8%	-12%
O=C(NCCc1ccc(Cl)cc1)c1ccc(CS(=O)Cc2ccccc2Cl)o1 (configuration not stated)	-2%	7%	-6%
O=C(Cc1ccccc1[N+](=O)[O-])Nc1ccc(S(=O)(=O)N2CCCC2)cc1	-2%	7%	-7%
CC1Cc2cc(S(=O)(=O)N3CCC(C(=O)N4CCN(c5ccccc5F)CC4)CC3)ccc2N1C(=O)C1CC1 (configuration not stated)	2%	11%	4%

More results.
SMILES	SIAH1 antagonists	AID2073	LYP inhibition
Cc1ccc(NC(=O)c2ccc(S(=O)(=O)N3CCOCC3)cc2)c(C)c1	8%	-2%	-4%
CCOc1ccc(-c2c(C(=O)N/N=C/c3ccc(C)s3)nnn2-c2nonc2N)cc1	-1%	5%	1%
CC(=O)c1cc2c(cc1NC(=O)c1ccc(Cl)cc1)OCCO2	3%	33%	2%
O=C(Nc1ccc2c(c1)OCCO2)c1ccc(Cl)cc1Cl	3%	8%	-8%
O=[N+]([O-])c1ccc2nc(NS(=O)(=O)c3ccc(F)cc3)sc2c1	1%	0%	-3%
CC(OC(=O)CN1C(=O)c2ccccc2C1=O)C(=O)NCc1ccccc1 (configuration not stated)	-3%	19%	-5%
CCOc1ncccc1C(=O)NCCc1ccc(S(N)(=O)=O)cc1	2%	-4%	-6%
Cc1c(Cl)cccc1NC(=O)C(=O)NNS(=O)(=O)c1ccc(F)cc1	2%	0%	-7%
Cc1ccc(S(=O)(=O)n2ccc3c2CCCC3=O)cc1	-4%	-1%	-5%
NC(=O)c1ccccc1NC(=O)CCCc1ccccc1	1%	1%	-15%
COc1ccc(S(=O)(=O)N2CCOC2CNC(=O)C(=O)NCCc2ccccc2)cc1C (configuration not stated)	-6%	0%	-7%
O=C(O)c1cc(=O)n(Cc2ccccc2)c(=O)[nH]1	-2%	8%	-5%
COc1ccc(C(=O)Oc2ccc3ccc(=O)oc3c2)cc1OC	5%	15%	-9%
O=C(CCCC(=O)c1ccccc1)NCc1ccccc1	-3%	0%	-8%
C[C@]12C=CC(=O)C=C1CC[C@@H]1[C@@H]2C(=O)C[C@@]2(C)[C@H]1CC[C@]2(O)C(=O)CO	-6%	9%	-6%
COC(=O)c1cc(CNC(=O)c2ccc(N3CCCC3)c([N+](=O)[O-])c2)ccc1OC	0%	-5%	-10%
CCc1ccccc1N(CC(=O)N1CCCCC1)S(=O)(=O)c1ccccc1	-2%	-9%	-11%
CC1CCCN(CCCNC(=O)CN2C(=O)CSc3ccc(S(=O)(=O)N4CCOCC4)cc32)C1 (configuration not stated)	14%	13%	-7%
Cc1cccc(C)c1NC(=O)NC1(C(=O)NCC2CCCO2)CCCCC1 (configuration not stated)	-8%	-6%	-10%
O=C(CSc1ccc(-c2ccccn2)nn1)Nc1cccc(F)c1	-6%	1%	-9%
CCOc1cc2[nH]c(=S)n(Cc3ccc(C(=O)N4CCN(C)CC4)cc3)c(=O)c2cc1OCC	-6%	-47%	-6%
COc1ccc(/C=N/NC(=O)c2ccoc2C)cc1CN1CCN(c2ccc(F)cc2)CC1	2%	2%	-3%
COc1ccc(NC(=O)Nc2ccc(C(=O)N3CCOCC3)cc2)cc1OC	-6%	-4%	-10%
CS(=O)(=O)N(CC(=O)N1CCCCC1)Cc1ccccc1	-5%	16%	-6%
COc1cccc(NC(=O)c2sc3nc4n(c(=O)c3c2C)CCC4)c1	-4%	14%	-6%
CCOc1ccc(/C(C)=N/NC(=O)c2nnn(-c3nonc3N)c2-c2cccs2)cc1	0%	21%	-7%
COc1ccc(Cl)cc1S(=O)(=O)N1CCN=C1c1ccccc1	-8%	9%	-4%
CC(C)(C)OC(=O)N1CCC(C(=O)N[C@H](C(=O)O)c2ccccc2)(c2ccccc2)CC1	2%	7%	-9%
Cc1cc(C)cc(C(=O)Oc2cc(C)[nH]c(=O)c2[N+](=O)[O-])c1	2%	6%	-10%
CCCn1c(O)c(N=NC(=O)CNC(=O)/C=C/c2ccc(OC)cc2)c2ccccc21	-2%	8%	11%
CCOc1ccccc1N(C)C(=O)CCS(=O)(=O)c1ccc2c(c1)NC(=O)CO2	1%	-4%	-3%
CC(C)C(=O)NNC(=O)C1CC1(c1ccccc1)c1ccccc1 (configuration not stated)	5%	5%	-6%
CN1CCN(CC(O)COc2ccccc2)CC1 (configuration not stated)	-5%	11%	-10%
COc1ccc(CN2C(=O)c3cccnc3C2=O)cc1S(=O)(=O)N(C)Cc1ccco1	1%	3%	-7%
O=C(Nc1ccccc1F)C1CCCN(S(=O)(=O)c2ccc(-n3cnnn3)cc2)C1 (configuration not stated)	-1%	2%	-11%
CCN1CCN(C2=C(NS(=O)(=O)c3ccccc3)C(=O)c3ccccc3C2=O)CC1	0%	-31%	-5%
COc1ccc(C(=O)Cn2cnc3ccc(Cl)cc3c2=O)cc1F	7%	12%	-4%
CC(=O)N1CCC(C(=O)Nc2ccc(S(=O)(=O)N3CCC(C)CC3)cc2)CC1	2%	4%	-10%
CCOc1ccccc1NC(=O)NNS(=O)(=O)c1cc(C)ccc1C	2%	-6%	-4%
COc1ccc(/C=N\NC(=O)c2ccc(-c3ccccc3)cc2)cc1COC(C)=O	0%	26%	-2%
COc1ccccc1CCNC(=O)C(=O)NCC1OCCN1C(=O)c1ccc(Cl)cc1 (configuration not stated)	-1%	9%	-12%
O=C(Nc1ccnn1C1CCN(Cc2ccccc2OCCO)CC1)c1cccc(F)c1	5%	-2%	-10%
COc1ccc(S(=O)(=O)NCCCN2CCCC2=O)cc1OC	5%	11%	-8%
CC(C)c1cccc(C(C)C)c1NC(=O)CN1CCCC1	2%	-4%	-8%
CCCCc1cc(=O)oc2cc(C)cc(OCC(=O)Nc3ccccn3)c12	16%	37%	-11%
Cc1cc(NC(=O)c2ccccc2Cl)ccc1NC(=O)c1ccccc1Cl	0%	5%	-9%
CCC(C)NC(=O)c1ccc(CSCc2ccc(Cl)cc2)o1 (configuration not stated)	-3%	7%	-6%
O=C(c1ccnc(Cl)c1)N1CCCC(Nc2ccc(F)cc2)C1 (configuration not stated)	-1%	-8%	3%
CC(C)(C)NC(=O)CN(C(=O)c1snc(C(=O)NC2CCCCC2)c1N)c1ccc(F)cc1	14%	9%	-9%
O=C(NCc1nnc(SCC(=O)N2CCCCCC2)o1)c1ccccc1F	10%	4%	-11%
Remaining list, next part:
SMILES	SIAH1 antagonists	AID2073	LYP inhibition
COc1ccc(NC(=O)CCCC(=O)c2ccccc2)cc1OC	5%	-5%	-10%
O=C(O)C(Cc1c[nH]c2ccccc12)NS(=O)(=O)c1ccc(Br)cc1 (configuration not stated)	-2%	0%	-6%
Cc1ccc(S(=O)(=O)NCCc2nnc(SCc3cccnc3)n2C)cc1	5%	6%	-8%
CN(C)c1ccc(C(=O)N2CCCC(CCC(=O)N3CCN(c4ccccn4)CC3)C2)cc1 (configuration not stated)	1%	10%	-3%
O=P(c1ccccc1)(c1ccccc1)c1cc(Br)cc(Br)c1OCCO	4%	-5%	-4%
CN(C)CCN(C(=O)c1ccc2ccccc2c1)c1nc2cc3c(cc2s1)OCCO3	2%	5%	-2%
c1ccc(CN2CCN(c3cnc4ccccc4n3)CC2)cc1	-6%	6%	-7%
CN(C)Cc1c(C(=O)N/N=C/c2cccc(OCc3ccc(F)cc3)c2)nnn1-c1nonc1N	-5%	5%	-6%
c1ccc(NCc2cccc3ccccc23)nc1	-1%	12%	-6%
Cc1cccc(N(C(=O)c2snc(C(N)=O)c2N)C(C(=O)NCC2CCCO2)c2ccc(N(C)C)cc2)c1 (configuration not stated)	0%	-11%	-1%
Cc1cc(N2CCN(C)CC2)nc2ccc(NC(=S)NCCC(C)C)cc12	2%	2%	-6%
COc1cc2cc(C(=O)N3CCOCC3)cc(-c3ccc(C)cc3)c2cc1OC	0%	12%	3%
CCOc1cc(C(=S)N2CCOCC2)ccc1OC(=O)c1cc(OC)c(OC)c(OC)c1	6%	4%	-9%
O=C(N/N=C/c1cccc([N+](=O)[O-])c1O)C(O)(c1ccccc1)c1ccccc1	-12%	9%	-3%
Cc1cccc(N2CCN(C(=O)c3ccc(CS(=O)Cc4cccc(Cl)c4)o3)CC2)c1C (configuration not stated)	0%	-1%	-7%
Cc1ccc(-c2cc(C(=O)NC3CCCC3)no2)cc1	8%	4%	-5%
Cc1ccc(S(=O)(=O)N2CCC(NC(=O)C3CCCCC3)CC2)cc1	-5%	9%	-10%
COc1ccc(C(=O)NN/C(C)=C/C(=O)c2ccccc2)cc1	-4%	-1%	2%
COc1ccc(C2N(c3ccccc3)C(=O)C2(F)F)cc1OC (configuration not stated)	4%	6%	-7%
Cc1ccc(CN(CC(=O)NCc2ccc3c(c2)OCO3)C(=O)c2csnn2)cc1	0%	-3%	-7%
O=C(CCN1C(=O)C2CC=CCC2C1=O)Nc1ccccc1Cl (configuration not stated)	2%	-4%	-6%
O=c1[nH]c(=O)n(Cc2ccccc2)c2nc(-c3ccc(C(F)(F)F)cc3)n(CCO)c12	-7%	13%	-1%
